# RTF Ca sens act = cardiac RTF calcium sensitivity activators, primary screen, biochemical, IANBD-TnC fluorescence, EC20 calcium. activation, % at 7.2 µM. actives 0.24% (n = 340,000). AID 493008, 2010. IANBD-labeled TnC RTF fluorescence at EC20 calcium; 0% EC20 calcium, 100% full calcium. Troponin I, cardiac muscle (Homo sapiens) + Troponin T, cardiac muscle (Homo sapiens) + …;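 active means activation above the mean over all tested compounds plus 3 SD, cut at about 30% in these data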;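 further: rise in fluorescence read as greater calcium sensitivity of cardiac thin filaments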
# Pemphigus Ab inh = inhibitors of pemphigus antibody binding to DSG3, primary screen, biochemical, bead-based, flow cytometry, scFv-GFP; Desmoglein-3 (Homo sapiens), P32926; DSG3-coupled beads, scFv-anti-DSG3-GFP binding; hits give low values; binding (percent of control), % at 10 µM; actives 0.48% (n = 310,000); AID 588358, 2011;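 active means binding more than 3 SD below its plate's average and above zero; inconclusive means below that plate limit but binding exactly zero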;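 further: hits lower antibody fragment binding to DSG3; some compounds called inactive have numbers as strong as hits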
# Target sequence (P32926 whole entry, looked up, the tested form may be a part): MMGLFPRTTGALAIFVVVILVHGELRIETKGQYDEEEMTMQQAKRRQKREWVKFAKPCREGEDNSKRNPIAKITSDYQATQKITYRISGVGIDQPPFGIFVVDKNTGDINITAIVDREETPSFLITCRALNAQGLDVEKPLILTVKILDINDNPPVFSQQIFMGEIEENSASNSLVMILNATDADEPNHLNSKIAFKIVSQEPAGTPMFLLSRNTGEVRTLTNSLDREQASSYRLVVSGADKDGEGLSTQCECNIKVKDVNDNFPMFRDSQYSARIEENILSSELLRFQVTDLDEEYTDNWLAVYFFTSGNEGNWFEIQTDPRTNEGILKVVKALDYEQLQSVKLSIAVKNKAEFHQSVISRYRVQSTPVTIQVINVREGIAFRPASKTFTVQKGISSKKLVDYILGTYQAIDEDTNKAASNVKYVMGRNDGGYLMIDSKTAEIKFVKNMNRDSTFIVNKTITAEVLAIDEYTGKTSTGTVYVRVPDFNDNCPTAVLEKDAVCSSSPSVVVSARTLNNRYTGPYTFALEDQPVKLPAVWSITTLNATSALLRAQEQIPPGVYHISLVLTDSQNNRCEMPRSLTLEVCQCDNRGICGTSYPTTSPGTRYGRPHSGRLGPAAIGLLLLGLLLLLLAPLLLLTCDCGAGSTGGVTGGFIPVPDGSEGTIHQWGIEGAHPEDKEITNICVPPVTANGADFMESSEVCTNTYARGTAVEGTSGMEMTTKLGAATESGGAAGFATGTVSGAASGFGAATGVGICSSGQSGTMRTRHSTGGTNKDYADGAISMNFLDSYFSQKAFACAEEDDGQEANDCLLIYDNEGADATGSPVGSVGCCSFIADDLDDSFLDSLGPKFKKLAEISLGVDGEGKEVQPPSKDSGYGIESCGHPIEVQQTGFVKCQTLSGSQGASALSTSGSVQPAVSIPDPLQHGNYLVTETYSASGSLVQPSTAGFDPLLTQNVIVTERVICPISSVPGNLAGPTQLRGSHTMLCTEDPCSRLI
# Keap1 Nrf2 FP = Keap1-Nrf2 protein-protein interaction inhibitors, primary screen, biochemical, fluorescence polarization, single point. inhibition, % at 9.4 µM. actives 0.15% (n = 340,000). Keap1 Kelch-Nrf2 peptide fluorescence polarization, 1536-well; in the data active means inhibition above about 12%; inconclusive means no clear call, values can overlap the other calls; inactive means below about 7.3%;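 further: human Keap1 Kelch domain with fluorescein labeled Nrf2 9mer peptide probe; 0% = neutral control wells and 100% = peptide positive control; higher means more block of Keap1 binding to Nrf2 peptide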
# Wnt act = Wnt/beta-catenin pathway activators, primary screen, cell-based, plate reader, single point; Wnt/beta-catenin reporter cell assay, activator; activation, % at 9.35 µM; actives 1.2% (n = 300,000); in the data active means activation above about 30%, passing the limit was not always enough; inconclusive means no clear call, values can overlap the other calls;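 further: 0% = neutral control wells and 100% = positive control wells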
# Cardiac RTF inh = cardiac RTF calcium sensitivity inhibitors, primary screen, biochemical, IANBD-TnC fluorescence, EC70 calcium; Troponin I, cardiac muscle (Homo sapiens) + Troponin T, cardiac muscle (Homo sapiens) + …; IANBD-labeled cardiac RTF, Ca2+ fluorescence; inhibition, % at 7.15 µM; actives 0.12% (n = 340,000); AID 493244, 2011;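 active means inhibition above the mean inhibition of all tested compounds plus 3 SD, cut at about 17% in these data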;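 further: assay run at fixed EC70 calcium of 1.6 mM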
# OPRM1-OPRD1 ag = agonists of OPRM1-OPRD1 heterodimerization, primary screen, cell-based, luminescence | AID 504326, 2011 | activation, % at 9.3 µM | actives 0.3% (n = 340,000) | cells; in the data active means activation above about 18%;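 further: 0% = vehicle-treated cells and 100% = reference agonist; values of inactives mirror those of a sister screen read the other way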
# Arrestin-AP2 inh = inhibitors of beta-arrestin/AP2 binding, primary screen, biochemical, GPCR trafficking, flow cytometry; inhibition, % at 10 µM; FITC-arrestin peptide / GST-AP2 beads; AP2 beta2 appendage carries R879A mutation; beta-arrestin 1 C-terminal peptide binding to AP2 beta2-adaptin appendage (human); actives 0.31% (n = 340,000);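 active means inhibition above a set limit, near 3 SD of compounds lacking own fluorescence, cut at about 54% in these data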;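 further: plate controls were DMSO wells for no effect and 5 µM unlabelled arrestin peptide for full effect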
#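 System: GST-AP2 R879A glutathione beads | Also added: FITC-arrestin peptide, 50 nM | Times: 12 min plus 1 h, RT | Signal: Bead flow cytometry, FITC channel | Buffer or medium: PBS with 0.05% Tween 20 and 0.1% BSA | Read-out basis: Percent drop in bead-associated FITC signal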
# OPRM1-OPRD1 inv = inverse agonists of MOR-DOR heterodimerization, primary screen, cell-based, luminescence; actives 0.21% (n = 340,000); AID 504357, 2011; inhibition, % at 9.3 µM; cell-based MOR-DOR heterodimer luminescence, inverse agonism; Mu-type opioid receptor (Homo sapiens) + Delta-type opioid receptor (Homo sapiens), …; in the data active means inhibition above about 22%, passing the limit was not always enough;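 further: 0% = cells with DMSO and 100% = wells without cells with DMSO; values of inactives mirror those of a sister screen read the other way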
# V-ATPase pH = regulators of yeast V-ATPase proton pumping, primary screen, pHLuorin cytosolic pH fluorescence. S. cerevisiae. response, % at 10 µM. actives 0.37% (n = 350,000); in the data active means response mostly above about 7.3%, no sharp cut-off; inactive means mostly below about 5.4%; further: actives read high; inactives centre near 0; some compounds called inactive have numbers as strong as hits; reference of the scale not given here
# LANA DNA inh = inhibitors of KSHV C-LANA binding to DNA, primary screen, biochemical, fluorescence polarization, FAM-LBS DNA, MBP-C-LANA, single point; AID 504423, 2011; actives 0.078% (n = 340,000); inhibition, % at 9 µM;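 active means highest replicate inhibition at or above 60% at 9 µM, even if other replicates fall short; inactive means all replicates below 60% inhibition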;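 further: 0% = neutral control wells and 100% = 4 µM acridine orange control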
# Active calls of the source: *; i = inactive; ? = inconclusive; . = not tested or not shown; & = joins results of further samples.
SMILES,RTF Ca sens act,Pemphigus Ab inh,Keap1 Nrf2 FP,Wnt act,Cardiac RTF inh,OPRM1-OPRD1 ag,Arrestin-AP2 inh,OPRM1-OPRD1 inv,V-ATPase pH,LANA DNA inh
COc1ccc(-c2csc(C3=C(O)CN(Cc4ccc(S(N)(=O)=O)cc4)C3=N)n2)cc1OC,-0.5,101.3,-4.3,.,6.0,-3.3,-2.3,18.5,-1.7,-1.2
CCOC(=O)c1cn(-c2ccccc2)nc1-c1ccncc1,1.7,98.1,-6.4,.,-2.5,-1.7,23.0,7.3,0.8,0.0
CC1(c2nnc(-c3ccncc3)o2)CC(c2ccc([N+](=O)[O-])cc2)=NO1 (centres undefined),-1.4,99.2,-1.5,-5.5,-10.1,1.5,4.8,-8.0,-1.5,-0.8
CC(=O)Nc1ccc(S(=O)(=O)NCC(=O)OCC(=O)NCc2ccc3c(c2)OCO3)cc1,-4.0,.,-7.2,4.2,-10.3,-1.1,4.9,5.1,5.7,-1.3
Cc1ccc(SCCNS(=O)(=O)c2ccc(F)cc2)cc1,-2.8,110.6,-1.6,-1.6,-0.3,4.7,13.1,-27.4,0.4,-0.4
COC(=O)c1ccc(/C=N/n2c(C)nc3ccccc3c2=O)cc1,-4.2,87.4,-0.7,15.2,0.0,-1.9,29.0,11.0,-0.1,0.9
O=C(c1cc(-c2ccc(Br)cc2)on1)N1CCCC1,-0.6,107.9,-0.6,18.5,-16.6,0.9,0.4,-4.9,1.4,-2.4
C/C(=N/NC(=O)CSc1ccccn1)c1ccc([N+](=O)[O-])cc1,-3.8,114.3,5.1,-2.4,7.3,3.5,2.1,-18.6,2.6,1.5
Cc1c(Cl)cccc1N1C(=O)CC(NNC(=O)c2cccnc2)C1=O (centres undefined),12.8,101.5,-4.5,-2.5,-7.2,-2.1,-3.3,10.9,-1.0,-0.9
C=CCNC(=O)c1ccc(Sc2ccc(C)cc2)c([N+](=O)[O-])c1,-4.3,105.6,-5.5,.,1.8,1.1,2.0,-4.4,-4.4,1.0
COc1ccc(NC(C)=O)cc1NC(=O)CN1CCN(CC(=O)Nc2ccc(Cl)cc2)CC1,-4.8,.,3.8,.,-2.6,-2.8,-10.6,11.5,-9.3,0.4
CC(=O)c1ccc(Oc2nc3c(c(=O)n(C)c(=O)n3C)n2C)cc1,-1.5,102.7,1.5,-1.4,3.1,0.8,2.5,-3.8,0.6,0.3
COc1ccc(N2C(=O)NC3CC2(C)Oc2ccccc23)cc1 (centres undefined),-2.6,95.9,-3.6,1.4,-10.7,-1.6,-6.7,8.7,-0.7,-2.2
Cc1ccc(S(=O)(=O)N2CC(=O)Nc3ccccc32)cc1C,-6.2,98.1,-0.1,-0.1,6.0,0.2,-5.2,-1.1,-1.5,-0.2
CC(=O)N1c2ccccc2CCc2ccc(N)cc21,-1.2,102.5,-7.3,-0.2,-3.2,-2.0,5.2,9.3,-4.2,-0.3
O=[N+]([O-])c1ccc(SCCc2ccncc2)cc1,2.1,99.4&96.1,-9.5,-1.3&3.4,-13.9,-1.8,5.5&16.9,9.0,1.4&-1.0,-1.1
Cc1cc(C)nc(N2CCCC(C(=O)NCc3cccc(C(F)(F)F)c3)C2)n1 (centres undefined),-6.8,101.9,2.8,.,-7.2,-2.4,25.6,12.1,-0.6,0.6
COC(=O)NNC(=O)C12CC3CC(CC(C3)C1)C2,-0.9,110.1,-1.5,-0.1,-2.6,-1.9,-1.2,9.8,3.9,3.7
CCOc1cc(C(c2c(C)[nH][nH]c2=O)c2c(C)[nH][nH]c2=O)ccc1OS(=O)(=O)c1ccc(C)cc1,-2.1,100.7,0.8,.,0.4,-2.3,2.8,12.1,-4.0,-1.7
CCOC(=O)c1ccc(NC(=O)CSc2nnc(CNc3ccc(OC)cc3)n2C)cc1,-11.7,123.7,-5.8,0.2,-7.0,-0.3,-15.2,1.6,-1.3,0.2
COc1c(F)c(F)c(C(=O)O)c(Nc2ccccc2C)c1F,0.8,100.3,-6.4,.,-5.7,-0.3,-7.7,1.5,-1.4,1.7
CCC(=O)NNC(=O)c1c(O)c2ccccc2[nH]c1=O,4.4,102.4,-1.9,0.1,-23.1,-1.9,-15.7,9.5,-0.1,-0.4
Cc1nc(P(=O)(c2ccccc2)c2ccccc2)c(N2CCOCC2)o1,-5.4,.,1.2,3.0,0.2,-0.9,35.7,5.7,2.4,0.2
COc1cc(CNCCSc2nnnn2C)cc(Br)c1OCc1ccccc1F,1.3,109.3,-3.7,.,1.4,5.4,16.8,-30.6,-2.8,-0.9
Cc1ccccc1Cn1cccc1/C=C1/C(=N)N2C=CSC2=NC1=O,18.8,105.1,1.1,.,-17.5,-0.6,3.5,3.0,0.5,1.4
N#Cc1c(N)nc2c(c1-c1ccncc1)CCCC2,1.3,95.0,-4.0,0.7,-1.9,-1.8,12.4,8.8,2.6,-0.2
Cc1ccc(C(=O)NCCCN2CCOCC2)cc1S(=O)(=O)N1CCCCC1,8.8,104.1,0.7,-1.6,-4.5,-2.5,-5.1,13.1,-3.9,-0.1
NC(=O)c1nn(CC(=O)Nc2ccc3c(c2)OCO3)cc1[N+](=O)[O-],-2.4,123.7,-1.4,-1.3,0.1,-1.6,4.3,8.1,0.8,0.0
Cc1ccccc1OCC(O)CNC1CCCC1 (centres undefined),-3.7,118.9,-1.6,-0.1,4.4,-3.0,32.1,14.7,2.4,-1.7
COc1cc(C(C[N+](=O)[O-])c2c(-c3ccccc3)cc3ccccn23)cc(OC)c1OC (centres undefined),-5.8,103.1,-1.0,3.5,4.8,-0.5,30.8,2.5,-0.6,1.1
CCN(CC(=O)NCc1ccc(F)cc1)C(=O)c1ccc(C)o1,-3.5,.,-2.2,-2.5,-9.0,0.8,2.0,-5.1,5.3,0.5
C/C(=N\OCC(=O)Nc1ccc2c(c1)OCCO2)c1ccc2c(c1)OCCO2,0.9,113.9,-4.4,.,-0.1,-1.2,4.0,6.7,4.4,1.4
Cc1cc(-c2ccccc2)nc(N(C)NC(=O)C2CC2)c1S(C)(=O)=O,-2.0,106.9,-4.2,-0.7,-10.9,-3.8,4.7,18.1,-0.6,-1.6
C[C@H](CO)N1C[C@H](C)[C@@H](CN(C)C(=O)NC2CCCCC2)Oc2ccc(NS(=O)(=O)c3ccc(F)cc3)cc2C1=O,-2.5,102.8,-1.9,-5.2,1.7,-1.2,0.8,6.7,-1.1,0.3
Cc1nc2ccccc2n1/N=C/c1ccc([N+](=O)[O-])s1,5.2,93.3,-4.2,-1.6,-6.2,9.6,0.6,-64.8,-47.9,12.0
Cc1cccc(-c2csc(N)c2C(=O)OC(C)C)c1,-6.7,102.3,3.9,-4.1,-3.3,3.7,4.8,-22.8,0.9,0.7

# An excerpt from above in order of the Wnt act value, lowest first.
compound	RTF Ca sens act	Pemphigus Ab inh	Keap1 Nrf2 FP	Wnt act	Cardiac RTF inh	OPRM1-OPRD1 ag	Arrestin-AP2 inh	OPRM1-OPRD1 inv	V-ATPase pH	LANA DNA inh
CCC(=O)NNC(=O)c1c(O)c2ccccc2[nH]c1=O	4.4	102.4	-1.9	0.1	-23.1	-1.9	-15.7	9.5	-0.1	-0.4
COc1ccc(N2C(=O)NC3CC2(C)Oc2ccccc23)cc1 (centres undefined)	-2.6	95.9	-3.6	1.4	-10.7	-1.6	-6.7	8.7	-0.7	-2.2
COC(=O)c1ccc(/C=N/n2c(C)nc3ccccc3c2=O)cc1	-4.2	87.4	-0.7	15.2	0.0	-1.9	29.0	11.0	-0.1	0.9

# (continued)
SMILES,RTF Ca sens act,Pemphigus Ab inh,Keap1 Nrf2 FP,Wnt act,Cardiac RTF inh,OPRM1-OPRD1 ag,Arrestin-AP2 inh,OPRM1-OPRD1 inv,V-ATPase pH,LANA DNA inh
CN(C)C(=O)Cn1c(=O)n(S(=O)(=O)c2ccccc2)c2ccccc21,-0.3,116.8,-3.0,-1.3,-3.4,.,-8.1,.,0.7,1.4
COc1cc2ccccc2cc1C(=O)Nc1nc(C)c(C(C)=O)s1,0.3,94.4,3.5,.,-4.7,-1.1,-0.2,6.1,-2.4,0.0
Cc1ccc(OCCN2C(=O)c3ccccc3C2=O)c([N+](=O)[O-])c1,-4.5,88.5,-6.8,3.2,-4.9,-2.3,-4.2,14.9,-3.8,-1.0
Cc1cc(C)n(CC(C)C(=O)O)n1 (centres undefined),-3.1,112.6,1.1,0.7,-3.7,-2.5,-12.5,12.2,2.5,-0.8
Cc1ccccc1-c1nc2cc(NC(=O)C3CC3)ccc2o1,-2.9,113.8,-4.0,18.3,-3.3,-1.8,-7.7,9.4,-0.9,1.8
Cn1cnnc1SCC(=O)Nc1ncc([N+](=O)[O-])s1,-5.7,95.2,-6.5,14.0,1.4,-1.7,35.4,8.8,0.9,9.7
Cc1ccc(NS(=O)(=O)c2c(C)[nH]c(=O)[nH]c2=O)cc1F,4.4,97.8,0.2,-2.3,-9.0,-3.0,9.8,14.0,-0.5,-1.5
CCOc1ccc(S(=O)(=O)Nc2ccc(OC)nc2)cc1,10.8,100.5,-0.3,-1.5,-7.5,3.0,20.9,-16.8,3.0,0.7
CC1=CC(=O)C(C(C)C)=C/C1=N/OS(=O)(=O)c1ccccc1,6.3,113.5,-3.7,4.9,-5.9,205.5*,11.7,i,5.3,1.2
Nc1ccccc1C#Cc1ccc2[nH]ccc2c1,-3.3,101.5,-0.3,?,-3.6,-0.6,-5.3,3.7,3.0,0.1
CC(=O)N1CCC(N(C(=O)Nc2ccc(F)cc2)C2CCCC2)CC1,-0.3,104.3,-3.2,-1.8,-3.0,-1.5,23.5,9.0,-4.6,0.5
CC1(C)C(=O)Nc2ccccc2N1C(=O)CN1C(=O)C(=O)N(C2CCCC2)C1=O,-2.6,85.9,-6.4,-4.8,2.1,-1.6,-1.8,10.7,0.1,-0.7
O=C(/C=C/c1cccs1)Nc1ccncc1,-1.6,95.0,-2.0,6.8,-1.9,-1.1,18.6,6.8,-2.9,-0.2
Cc1cc(NC(=O)c2ccc(Cn3nc(C)c(Br)c3C)o2)no1,9.0,101.5,0.4,-3.9,-12.2,-1.5,1.7,8.3,2.8,-1.4
Cc1cc(-c2nnc(CCC(=O)N(C)C(C)c3cccs3)o2)no1 (centres undefined),1.5,102.7,-2.8,12.5,-18.7,-0.8,4.1,4.2,-1.1,1.8
N#C/C(=C\c1ccc(O)c(O)c1)C(=O)NCCc1ccccc1,0.7,105.5,-1.5,3.9,5.5,0.4,13.1,-2.2,-2.6,0.5
